# Compound activity (PubChem BioAssay)
# NCOA1 inh: SRC1 coactivator transcriptional activity inhibitors, primary screen, cell-based, luminescence | Nuclear receptor coactivator 1 (Homo sapiens), Q15788 | HEK293 GAL4-SRC1 luciferase reporter | AID 588354, 2011 | inhibition, % at 3.6 µM | actives 0.12% (n = 360,000);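 active = inhibition above the campaign mean plus 3 SD, with each screening campaign given its own cutoff, cut at about 60% in these data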;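 note: 0% = DMSO treated cells and 100% = gossypol at 36 µM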
# Target sequence (Q15788 whole entry, looked up, the tested form may be a part): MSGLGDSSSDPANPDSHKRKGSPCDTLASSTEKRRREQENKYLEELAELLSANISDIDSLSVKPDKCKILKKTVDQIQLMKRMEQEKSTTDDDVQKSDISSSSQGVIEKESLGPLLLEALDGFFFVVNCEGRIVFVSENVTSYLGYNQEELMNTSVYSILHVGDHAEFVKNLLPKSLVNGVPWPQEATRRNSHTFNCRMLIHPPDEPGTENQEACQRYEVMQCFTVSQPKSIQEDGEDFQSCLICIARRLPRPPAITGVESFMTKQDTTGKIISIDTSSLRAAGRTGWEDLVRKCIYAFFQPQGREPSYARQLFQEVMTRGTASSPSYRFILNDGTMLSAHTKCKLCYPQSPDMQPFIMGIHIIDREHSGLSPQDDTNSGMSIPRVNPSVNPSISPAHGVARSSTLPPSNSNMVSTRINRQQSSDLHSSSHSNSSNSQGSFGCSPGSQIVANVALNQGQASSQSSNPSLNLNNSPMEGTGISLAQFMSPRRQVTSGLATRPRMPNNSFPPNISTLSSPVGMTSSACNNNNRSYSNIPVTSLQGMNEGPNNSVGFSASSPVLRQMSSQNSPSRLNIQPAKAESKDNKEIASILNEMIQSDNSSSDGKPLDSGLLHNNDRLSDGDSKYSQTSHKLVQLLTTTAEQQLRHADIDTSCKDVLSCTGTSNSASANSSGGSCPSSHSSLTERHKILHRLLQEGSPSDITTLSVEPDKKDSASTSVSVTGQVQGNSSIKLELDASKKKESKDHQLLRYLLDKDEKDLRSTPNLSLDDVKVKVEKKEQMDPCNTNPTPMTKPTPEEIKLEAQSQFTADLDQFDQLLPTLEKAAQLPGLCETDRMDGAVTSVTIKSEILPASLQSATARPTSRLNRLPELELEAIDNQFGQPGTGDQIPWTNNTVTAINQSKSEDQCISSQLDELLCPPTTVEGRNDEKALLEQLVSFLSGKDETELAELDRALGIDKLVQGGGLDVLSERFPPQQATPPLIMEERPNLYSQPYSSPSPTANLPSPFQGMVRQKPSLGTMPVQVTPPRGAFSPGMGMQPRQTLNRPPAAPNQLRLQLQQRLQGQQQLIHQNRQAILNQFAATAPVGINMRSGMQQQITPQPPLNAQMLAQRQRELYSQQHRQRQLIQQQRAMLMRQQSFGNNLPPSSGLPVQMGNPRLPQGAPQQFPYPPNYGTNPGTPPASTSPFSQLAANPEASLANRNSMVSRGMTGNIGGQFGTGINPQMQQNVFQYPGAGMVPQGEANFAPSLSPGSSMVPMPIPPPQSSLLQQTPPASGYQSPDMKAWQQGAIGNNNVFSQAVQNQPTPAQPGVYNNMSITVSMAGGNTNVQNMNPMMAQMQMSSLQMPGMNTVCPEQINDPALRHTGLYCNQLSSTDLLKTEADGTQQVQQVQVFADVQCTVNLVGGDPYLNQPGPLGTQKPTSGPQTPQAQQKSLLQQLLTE
# TROY NFkB inh: inhibitors of TROY-driven NF-kB signaling, primary screen, Q293 LMP1-TROYcd cells, NF-kB luciferase, uHTS | Q293 LMP1-TROYcd NF-kB luciferase reporter, 4 h | inhibition, % at 10 µM | actives 0.98% (n = 360,000);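 active = compounds whose plate-normalised and pattern-corrected inhibition of the luciferase reporter signal at the single screening dose is 50% or more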
# TWEAK-Fn14 inh: inhibitors of TWEAK-Fn14 signaling, primary screen, luciferase reporter cells, uHTS; AID 1159606, 2016; actives 2% (n = 360,000); TWEAK-stimulated Fn14 reporter cells, luciferase luminescence, 8 h; inhibition, % at 10 µM; in the data active = inhibition above about 50%
# NOD2 RIPK2 PPI: NOD2-RIPK2 binding disruptors in cells, primary screen, fluorescence, CHO cells, BLA complementation; Receptor-interacting serine/threonine-protein kinase 2 (Homo sapiens), O43353; CCF4 ratio; inhibition, % at 4.98 µM; actives 0.38% (n = 360,000); AID 624267, 2012; in the data active = inhibition above about 21%;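 note: 0% = vehicle only and 100% = reference blocker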
# ABHD5 PLIN5 PPI: ABHD5-PLIN5 interaction inhibitors, primary screen, cell lysate, split luciferase complementation, luminescence. Perilipin-5 (Homo sapiens) + 1-acylglycerol-3-phosphate O-acyltransferase ABHD5 (Homo …. Split G. princeps luciferase complementation, 4 h. inhibition, % at 4 µM. actives 0.78% (n = 360,000);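 active = inhibition above the mean inhibition across every tested compound plus 3 SD, cut at about 22% in these data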;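 note: 0% = DMSO only wells and the 100% control is not disclosed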
# LRH-1 inv ag: LRH-1 (NR5A2) inverse agonists, primary screen, cell-based, luminescence, HEK293T, StAR-luciferase reporter | Nuclear receptor subfamily 5 group A member 2 (Homo sapiens), O00482 | LRH-1 transfected, 24 h | inhibition, % at 3.6 µM | actives 0.13% (n = 360,000);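 active = inhibition above the mean inhibition of all tested compounds plus 3 SD, cut at about 73% in these data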;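 note: 0% = DMSO wells and 100% = reporter-only cells lacking LRH-1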
# COUP-TFII inh: NR2F2 transcriptional activity inhibitors, primary screen, cell-based, luciferase reporter, HEK293T, luminescence; inhibition, % at 8.6 µM; COUP transcription factor 2 (Homo sapiens), P24468; actives 0.7% (n = 370,000); HEK293T NGFI-A luciferase reporter;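 active = inhibition above a per-plate cutoff, mean inhibition of test wells between control levels plus 3 SD, cut at about 38% in these data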;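 note: cells cotransfected with COUP-TFII expression vector driving the NGFI-A reporter; 0% = median of COUP-TF2 test wells and 100% = reporter-only cells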
# NCOA2 inhibitor: inhibition of GAL4-SRC2 driven luciferase reporter, primary screen, SRC2 inhibitor project, cell-based, luminescence. Nuclear receptor coactivator 2 (Homo sapiens), Q15596. HEK293 GAL4-SRC2 luciferase reporter. inhibition, % at 9 µM. actives 0.17% (n = 370,000);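 active = inhibition above the mean inhibition of all tested compounds plus 3 SD, set per campaign, cut at about 52% in these data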;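 note: 0% = DMSO treated cells and 100% = cells given Gossypol at 36 µM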
# Granule exo inh: LAMP-1 surface exposure blockers, TALL-104 cells – cell-based, flow cytometry, MLPCN library, primary screen. TALL-104 LAMP-1 surface exposure; cells stimulated with thapsigargin and PMA. inhibition, % at 10 µM. actives 0.66% (n = 360,000). AID 651702, 2012;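 active = inhibition above about 55%, limit read from the data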
# TLR9-MyD88 block: inhibitors of TLR9-MyD88 association in cells, primary screen, cell-based, CHO, BLA complementation, fluorescence. inhibition, % at 4.98 µM. Toll-like receptor 9 (Homo sapiens) + Myeloid differentiation primary response protein …. CCF4 FRET ratio. actives 0.21% (n = 340,000);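 active = inhibition above the mean over all tested compounds plus 3 SD, cut at about 21% in these data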;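 note: 0% = DMSO only wells and 100% = clavulanate BLA inhibitor control wells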
# SRC3 inh: SRC3 coactivator transcriptional activity inhibitors, primary screen, cell-based, luminescence. actives 0.17% (n = 360,000). HEK293 GAL4-SRC3 luciferase reporter. Nuclear receptor coactivator 3 (Homo sapiens), Q9Y6Q9. inhibition, % at 3.6 µM. AID 588352, 2011;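 active = inhibition above a per-campaign cutoff, the mean of all compounds plus 3 SD, cut at about 60% in these data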;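 note: 0% = DMSO-treated cells and 100% = gossypol-treated cells at 36 µM; higher means less SRC3-driven luciferase light from the GAL4 reporter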
# Starred values were filed as active, the others as inactive; x = no result given. An excerpt; the hit share may differ from the screen's.
# Start of the data: the first two entries as a preview:
SMILES,NCOA1 inh,TROY NFkB inh,TWEAK-Fn14 inh,NOD2 RIPK2 PPI,ABHD5 PLIN5 PPI,LRH-1 inv ag,COUP-TFII inh,NCOA2 inhibitor,Granule exo inh,TLR9-MyD88 block,SRC3 inh
CCn1c(=O)c(=O)n(CC)c2cc(S(=O)(=O)Nc3ccc(C)cc3)ccc21,9,8,-13,2,1,13,-4,-9,-2,1,15
COc1cc(/C=N/NC(=O)CC#N)cc(Br)c1O,2,-7,1,-7,3,2,2,-17,2,1,2

# The listing, repeating the preview:
SMILES,NCOA1 inh,TROY NFkB inh,TWEAK-Fn14 inh,NOD2 RIPK2 PPI,ABHD5 PLIN5 PPI,LRH-1 inv ag,COUP-TFII inh,NCOA2 inhibitor,Granule exo inh,TLR9-MyD88 block,SRC3 inh
CCn1c(=O)c(=O)n(CC)c2cc(S(=O)(=O)Nc3ccc(C)cc3)ccc21,9,8,-13,2,1,13,-4,-9,-2,1,15
COc1cc(/C=N/NC(=O)CC#N)cc(Br)c1O,2,-7,1,-7,3,2,2,-17,2,1,2
Cc1ccc(-c2nnn(CC(=O)N(CCN3CCOCC3)C(C(=O)NC3CCCC3)c3ccncc3)n2)o1 (stereo not given),-3,1,10,1,5,8,-1,-14,4,-11,5
O=C(O)CSc1ncccn1,4,20,-3,-15,-7,6,-2,7,-2,9,14
CC1(c2nnc(Cc3ccccc3)o2)CC(c2ccccc2Br)=NO1 (stereo not given),-2,-17,-8,2,3,3,7,-14,-2,-5,0
Nc1cc(=O)[nH]c(SCC(=O)N2N=C(c3ccc(Cl)cc3)CC2c2ccco2)n1 (stereo not given),-17,-27,1,-6,5,-2,-4,-25,2,0,-6
CCCCC(=O)NC(=S)Nc1ccc(S(=O)(=O)N2CCCC2)cc1,-6,10,-6,1,1,36,-3,-7,6,-1,12
COC(=O)c1cc(S(=O)(=O)N2CCCC2=O)c(Cl)cc1Cl,-17,14,14,-1,-1,-17,-10,8,-5,-2,10
CCN1CCN(c2ccc(S(=O)(=O)N3CCCCC3)cc2NC(=O)CC(C)c2ccccc2)CC1 (stereo not given),24,17,8,4,1,-1,-5,-7,1,-7,12
O=C(CCC1CCCC1)Nc1ccc(Br)cn1,-70,-64,-6,3,-8,-63,-10,-31,2,4,-72
CCc1nnc(NC(=O)C2CCC(CNc3c(N4CCC(C)CC4)c(=O)c3=O)CC2)s1 (stereo not given),8,10,-3,2,1,-1,-10,10,-4,-8,20
C[C@H](CO)N1C[C@H](C)[C@@H](CN(C)S(C)(=O)=O)Oc2c(NC(=O)Nc3ccc4c(c3)OCO4)cccc2C1=O,1,5,3,3,5,6,2,-18,1,11,0
NC(=O)Nc1ccc(C(=O)N2CCN(S(=O)(=O)Cc3ccccc3)CC2)cc1,9,0,-12,-4,-2,1,7,-23,-1,-13,-13
CCCCNc1c(-c2ccc(OC)c(Sc3ccc(OC)cc3)c2)nc2ccccn12,-6,7,57*,-6,-2,17,x,x,4,-8,8
O=C(CCN1C(=O)/C(=C\c2ccc(F)cc2)SC1=S)Nc1ccccc1,-27,-15,16,-7,-3,-1,-28,8,-7,-7,8
COc1ccc(-c2nc3oc4cc(OC)ccc4c(=O)c3c(=O)n2Cc2ccco2)cc1,-3,12,-15,4,11,-15,-2,8,-3,8,10
Cc1c(Br)c([N+](=O)[O-])nn1CCCC(=O)Nc1sc2c(c1C#N)CCC2,9,-1,13,-1,-16,5,-1,-4,-3,1,8
Cc1cc(C)nc(NS(=O)(=O)c2ccc(NC(=O)c3ccccc3C)cc2)n1,-19,5,10,4,-4,-6,4,-1,-1,0,-6
CC(c1nccs1)N(C)C(=O)CCc1nnc(-c2ccc(-c3ccccc3)cc2)o1 (stereo not given),-3,-5,23,8,6,13,11,37,2,-4,13
CC1(C)CC(c2nc(-c3ccccc3)cs2)CCS1 (stereo not given),-6,-31,-12,-3,-14,10,-3,1,-3,7,6
CC(=O)c1cc2c(cc1NC(=O)c1ccc(-n3nc(C)cc3C)cc1)OCO2,-4,4,-10,8,-7,-15,4,38,0,3,7
O=[N+]([O-])c1ccc(Nc2ccc(F)cc2)cc1,5,-4,-11,4,-1,19,-2,10,23,14,-12
CCOC(=O)Cc1csc(NC(=O)Cc2ccc(C)cc2)n1,-6,10,-14,-10,-12,9,-11,-3,8,5,14
O=S1(=O)CCN(CCc2ccccc2)CC1,8,-13,16,-3,7,-3,-6,-16,-8,1,-21
O=C(Nc1ccc(Cl)cn1)C1CCCN(c2ncnc3c2nc2n3CCCCC2)C1 (stereo not given),0,11,14,-8,2,-5,11,14,-4,-7,-5
C[C@H]1CN([C@@H](C)CO)C(=O)CCCn2cc(nn2)CO[C@@H]1CN(C)S(=O)(=O)c1cccc(C#N)c1,10,2,-8,-10,-5,-2,-6,-2,-2,-8,-13
CC1SCC(=O)N(CC(=O)NC2CCCCC2)C1=O (stereo not given),5,-16,-8,-5,-3,5,18,-20,0,1,5
COCCn1c(SCC(=O)N2CC(C)OC(C)C2)nc2c([nH]c3ccccc32)c1=O (stereo not given),-13,-14,1,-7,0,19,3,1,-2,-23,-62
OCCNCC(O)CN1c2ccccc2Sc2ccccc21 (stereo not given),-28,3,13,2,4,-2,-4,-22,8,-10,11
O=C(Nc1ccc(N2CCCC2)cc1)c1cccc(-c2cc3ccccc3oc2=O)c1,-13,-57,8,-5,6,-4,-14,-28,1,10,7

# 3 consecutive entries out of the list so far, quoted:
SMILES,NCOA1 inh,TROY NFkB inh,TWEAK-Fn14 inh,NOD2 RIPK2 PPI,ABHD5 PLIN5 PPI,LRH-1 inv ag,COUP-TFII inh,NCOA2 inhibitor,Granule exo inh,TLR9-MyD88 block,SRC3 inh
CC(c1nccs1)N(C)C(=O)CCc1nnc(-c2ccc(-c3ccccc3)cc2)o1 (stereo not given),-3,-5,23,8,6,13,11,37,2,-4,13
CC1(C)CC(c2nc(-c3ccccc3)cs2)CCS1 (stereo not given),-6,-31,-12,-3,-14,10,-3,1,-3,7,6
CC(=O)c1cc2c(cc1NC(=O)c1ccc(-n3nc(C)cc3C)cc1)OCO2,-4,4,-10,8,-7,-15,4,38,0,3,7

# (cont.)
SMILES,NCOA1 inh,TROY NFkB inh,TWEAK-Fn14 inh,NOD2 RIPK2 PPI,ABHD5 PLIN5 PPI,LRH-1 inv ag,COUP-TFII inh,NCOA2 inhibitor,Granule exo inh,TLR9-MyD88 block,SRC3 inh
Cc1ccc(NCc2ccc([N+](=O)[O-])s2)cc1,-28,-26,35,-4,-2,29,-8,25,22,-7,-50
COc1ccc(-c2cc(NC(C)=O)c3ncc(-c4cc(OC)c(OC)c(OC)c4)n3c2)cn1,-30,13,28,-6,3,33,1,-12,1,x,-13
COc1ccc(/C(C)=N/NC(=O)c2cc(-c3cccnc3)nc3ccccc23)cc1,-11,-7,24,6,0,8,-11,2,3,3,5
COc1ccc(-c2[nH]c(-c3ccccc3)nc2SCC(=O)NC2CCCC2)cc1,17,-11,12,-8,-2,-10,6,-27,2,0,19
CN1CCN(c2ccc(C(=O)c3ccc(F)cc3)cc2)CC1,-95,-21,-3,-17,2,-79,-21,-14,-1,10,-106
CNC(C)C#Cc1c(-c2cc(OC)c(OC)c(OC)c2)noc1C (stereo not given),-32,8,-23,-5,4,3,2,-25,-1,-7,-20
Cc1cccc(NC(=O)Nc2nnc([C@H]3C[C@H](O)[C@@H](CO)O3)s2)c1,-26,-25,7,4,4,-6,2,-25,-7,x,-15
COc1ccc(OC)c(NC(=O)CSc2nnc(CNC(=O)c3cccs3)o2)c1,-1,-9,1,0,0,-7,3,-10,-5,-7,0
Cc1c(NC(=O)C(C)n2cc([N+](=O)[O-])cn2)c(=O)n(-c2ccccc2)n1C (stereo not given),-6,2,2,-1,-2,9,11,-32,-2,0,8
COc1ccc(CCC(=O)Nc2ccc(Cl)c(S(=O)(=O)N3CCCC3)c2)cc1,31,18,33,-4,4,27,59*,21,16,0,19
Cc1ccc(NC2=CC(=O)CCC2)cc1C,-16,-54,7,10,2,-23,-4,5,-3,7,0
Oc1ccc(Br)cc1-c1n[nH]c(=S)n1Cc1ccccc1,2,24,-17,0,-13,3,0,-18,6,-11,-1
COc1ccc(C)c2sc(N(CCN(C)C)C(=O)c3cccc(N4C(=O)CCC4=O)c3)nc12,-24,-15,-6,6,-3,-13,13,21,-1,-4,-4
Cc1cccn2c(=O)c3cc(C(=O)O)n(C)c3nc12,2,-8,7,5,2,-6,9,6,-3,-3,21
CCn1c(COC(=O)CNC(=O)c2ccccc2F)nc2cc(S(=O)(=O)N(C)C)ccc21,12,5,2,-15,-1,23,14,-3,-1,2,-10

# Arranged by value in NCOA1 inh (highest first): some entries from above.
molecule | NCOA1 inh
COc1ccc(CCC(=O)Nc2ccc(Cl)c(S(=O)(=O)N3CCCC3)c2)cc1 | 31
COc1ccc(OC)c(NC(=O)CSc2nnc(CNC(=O)c3cccs3)o2)c1 | -1
COc1ccc(C)c2sc(N(CCN(C)C)C(=O)c3cccc(N4C(=O)CCC4=O)c3)nc12 | -24
Cc1cccc(NC(=O)Nc2nnc([C@H]3C[C@H](O)[C@@H](CO)O3)s2)c1 | -26

# Further structures follow:
SMILES,NCOA1 inh,TROY NFkB inh,TWEAK-Fn14 inh,NOD2 RIPK2 PPI,ABHD5 PLIN5 PPI,LRH-1 inv ag,COUP-TFII inh,NCOA2 inhibitor,Granule exo inh,TLR9-MyD88 block,SRC3 inh
CCN(CC)C(=O)N1CCn2c(nc3ccccc32)C1,-1,-17,10,3,0,-7,-11,-23,3,-4,-5
Nc1ccc(CNc2ncn[nH]2)cc1,4,1,2,-13,-2,-3,-2,-10,-1,-3,-14
CCCc1nc2oc3c(NCC(C)O)ncnc3c2c2c1CCCC2 (stereo not given),-28,-3,3,-2,1,0,10,16,6,x,6
CCCCn1c(SCC(=O)NC2CCCC2)nc2ccccc2c1=O,-15,7,-2,2,-3,5,-27,6,-5,0,9
COc1ccc(F)cc1S(=O)(=O)N1CCCC(C)C1 (stereo not given),-1,-21,-24,-8,4,-19,7,21,-2,4,0
